AGP1-GFP MLPCN: modulators of TOR pathway AGP1-GFP in S. cerevisiae | S. cerevisiae AGP1-GFP multiplex flow cytometry, 3 h; GFP as percent of DMSO wells | GFP response vs DMSO, % at 10 µM | actives 0.02% (n = 320,000) | AID 2066;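 active = GFP response relative to DMSO above a set limit, near screen average plus 3 SD, cut at about 150% in these data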;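 also: median GFP channel fluorescence of the gated AGP1 strain per well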
MEX-5 binding: C. elegans MEX-5 TCR-2 RNA binding activity; actives 0.38% (n = 300,000); MEX-5/FITC-TCR2 RNA binding, fluorescence polarization; active compounds read low; AID 1832; activity score (negative = inhibition of binding), % at 10 µM; Q9XUB2;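 active = inhibition past about -25% in most replicates, and total fluorescence under double the plate's negative control median, limit read from the data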;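 also: 0% = DMSO and -100% = 5 µM competing unlabeled TCR2 RNA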
Target sequence (Q9XUB2 whole entry, looked up): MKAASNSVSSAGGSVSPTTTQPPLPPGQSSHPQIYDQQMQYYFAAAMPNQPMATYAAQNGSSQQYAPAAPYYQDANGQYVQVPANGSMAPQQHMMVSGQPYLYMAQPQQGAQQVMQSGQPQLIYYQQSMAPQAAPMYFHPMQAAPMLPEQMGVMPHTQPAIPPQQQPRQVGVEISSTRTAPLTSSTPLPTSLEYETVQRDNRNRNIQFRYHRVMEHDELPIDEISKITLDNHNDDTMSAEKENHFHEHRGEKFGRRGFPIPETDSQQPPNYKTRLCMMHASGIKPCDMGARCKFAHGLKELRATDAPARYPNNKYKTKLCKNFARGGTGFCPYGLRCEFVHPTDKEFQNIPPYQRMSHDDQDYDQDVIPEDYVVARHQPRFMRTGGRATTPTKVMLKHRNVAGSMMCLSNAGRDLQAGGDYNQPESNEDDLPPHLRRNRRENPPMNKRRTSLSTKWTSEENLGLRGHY
GRK2 inh: human GRK2 inhibition via aptamer displacement; actives 0.59% (n = 330,000); AID 488847; inhibition of aptamer binding, % at 10 µM; P25098; bead flow cytometry, FAM-aptamer displacement from GRK2;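 active = inhibition of aptamer binding above 40%, roughly 3 SD of noise, on plates passing a quality check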;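 also: median bead fluorescence of bound FAM aptamer so fluorescent compounds give negative values; no value below 0 was filed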
CIT2-GFP yeast: modulators of TOR pathway CIT2-GFP in S. cerevisiae. GFP response vs DMSO, % at 10 µM. actives 0.065% (n = 320,000). S. cerevisiae CIT2-GFP strain, flow cytometry, 3 h; 100 means same as DMSO wells;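 active = GFP response relative to DMSO above a set limit, near the screen mean plus 3 SD, cut at about 150% in these data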;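 also: ratio of well median GFP fluorescence to mean of DMSO wells on the plate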
GLD-1 RNA inh: GLD-1-TGE RNA interaction inhibition (C. elegans) | purified GLD-1 + fluorescein TGE RNA, fluorescence polarization | actives 0.44% (n = 320,000) | AID 2280 | Q17339 | inhibition, % at 5.96 µM;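 active = percent inhibition above a per-plate cutoff, the plate mean of test compounds plus 3 SD, cut at about 30% in these data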;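 also: 0% = DMSO wells with GLD-1 and probe and 100% = wells lacking GLD-1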
Bcl-xL primary: inhibitors of human Bcl-xL; Q07817; GST-Bcl-xL / FITC-Bim BH3 peptide fluorescence polarization; inhibition, % at 10.9 µM; actives 0.7% (n = 320,000);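 active = inhibition above the mean of all tested compounds plus 3 SD, cutoff set per campaign, cut at about 30% in these data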;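 also: 0% = DMSO wells and 100% = unlabeled Bim-BH3 peptide competitor; inhibitors lower millipolarization by displacing the labeled peptide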
Target sequence (Q07817 whole entry, looked up): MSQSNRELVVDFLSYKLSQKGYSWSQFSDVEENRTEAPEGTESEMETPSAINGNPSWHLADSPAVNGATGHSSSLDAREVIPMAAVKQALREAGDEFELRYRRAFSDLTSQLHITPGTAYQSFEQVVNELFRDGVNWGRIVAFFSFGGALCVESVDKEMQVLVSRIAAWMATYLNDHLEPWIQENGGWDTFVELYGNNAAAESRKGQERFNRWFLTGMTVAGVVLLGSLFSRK
MCL1-BIM inh: disrupts human MCL1 binding to BIM-BH3 peptide. GST-MCL1 / FITC-Bim-BH3 fluorescence polarization. actives 0.68% (n = 320,000). AID 2057. Q07820. inhibition, % at 10.9 µM;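 active = inhibition above the mean inhibition of all tested compounds plus 3 SD, set per campaign, cut at about 40% in these data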;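 also: 0% = DMSO wells and 100% = unlabeled Bim-BH3 peptide control; higher means more loss of mP so more displacement of Bim peptide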
Target sequence (Q07820 whole entry, looked up): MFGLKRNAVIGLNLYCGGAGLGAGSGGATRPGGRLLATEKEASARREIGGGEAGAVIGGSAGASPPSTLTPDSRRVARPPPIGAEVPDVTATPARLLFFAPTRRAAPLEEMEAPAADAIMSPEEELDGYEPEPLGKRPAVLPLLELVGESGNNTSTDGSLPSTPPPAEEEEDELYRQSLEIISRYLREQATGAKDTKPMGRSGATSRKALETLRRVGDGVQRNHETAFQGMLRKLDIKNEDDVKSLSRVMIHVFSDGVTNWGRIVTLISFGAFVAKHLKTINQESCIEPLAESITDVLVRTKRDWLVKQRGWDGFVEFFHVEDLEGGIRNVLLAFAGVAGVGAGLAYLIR
Fam108B inh: blocks mouse Fam108B hydrolase in RBBP9 counter-screen. recombinant Fam108B, FP-Rh probe fluorescence polarization. AID 1947. actives 0.33% (n = 300,000). inhibition, % at 9.51 µM;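 active = inhibition above the screen mean inhibition plus 3 SD, computed separately per campaign, cut at about 18% in these data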;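 also: inhibitors lower polarization as less probe binds the enzyme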
VLA-4 inh: inhibition in a human VLA-4 binding assay | P13612 | VLA-4 expressing cells, ligand binding flow cytometry | inhibition, % (about 7 µM as worked out from the volumes in the protocol) | actives 0.2% (n = 330,000) | AID 2557; in the data active = inhibition above about 50%
Numbers without * were called inactive; . = not tested or not shown; [ ] = remark or other dose. Hits appear at their usual frequency; about 2.2% have a hit in one of these screens.

SMILES | AGP1-GFP MLPCN | MEX-5 binding | GRK2 inh | CIT2-GFP yeast | GLD-1 RNA inh | Bcl-xL primary | MCL1-BIM inh | Fam108B inh | VLA-4 inh
CC1(OC(=O)C2CCCC2)C(=O)C=C2C=C(c3ccsc3)N(CCCCO)C=C2C1=O (centres undefined) | 105 | -3.3 | 0 | 104 | 10 | 17 | 24 | 9 | 33
COc1ccccc1N1CCN(/N=C(\C)c2ccc(O)cc2)CC1 | 105 | -1.8 | 1 | 108 | -6 | 3 | -3 | 2 | 1
COc1ccc(-c2nnc3ccc(SCC(=O)NCC4CCCO4)nn23)cc1 (centres undefined) | 105 | -3.1 | 0 | 99 | -2 | 1 | 0 | 1 | 2
O=C(NCCOc1ccccc1)C1Nc2ccc(C(F)(F)F)cc2C2c3ccccc3CC12 (centres undefined) | 73 | 1.3 | 0 | 71 | 11 | 3 | 3 | -11 | 6
COc1ccc2ncc(S(=O)(=O)c3ccccc3)c(N3CCN(c4ccccc4)CC3)c2c1 | 96 | 2.0 | 0 | 94 | 1 | 0 | -6 | -3 | -4
COc1cc(C2C(C(=O)Nc3ccc(F)cc3)=C(C)Nc3nc(CCCO)nn32)cc(OC)c1OC (centres undefined) | 95 | -0.3 | 0 | 89 | 3 | 4 | 2 | 3 | 9
Brc1cccc(OCCN2CCc3ccccc3C2)c1 | 95 | 1.9 | 0 | 103 | 1 | -1 | -3 | -4 | 2
CCOC(=O)N1CCN(CC(=O)c2ccc3c(c2)CCN3)CC1 | 99 | 6.0 | 0 | 95 | 0 | -3 | -2 | -2 | -2
Cc1ccc(-n2c(C)nnc2SCC(=O)N(C)C2CCS(=O)(=O)C2)cc1 (centres undefined) | 107 | . | 0 | 106 | 4 | 0 | 1 | . | 3
CCOc1ccc(OCc2ccc(C(=O)NC(C)C)o2)cc1 | 105 | -0.6 | 3 | 105 | . | . | . | . | -5
Cc1cc(Cl)c(OCCOCCN2CCNCC2)c(Cl)c1 | 110 | -0.6 | 0 | 94 | 1 | 17 | 0 | 0 | 4
CCOc1ccc(CCNC(=O)COC(=O)CCS(=O)(=O)c2ccc(C)cc2)cc1OCC | 99 | -0.6 | 0 | 88 | -1 | 5 | 5 | 2 | 5
CSc1nc2nc3c(cc2c(=O)[nH]1)C(O)Oc1ccc(C)cc1-3 (centres undefined) | 100 | -1.7 | 2 | 99 | 3 | 2 | 1 | -4 | 8
O=C(COC(=O)c1ccc(Cl)nc1)NCc1ccc(F)cc1 | 72[may fluoresce red] | . | 5 | 69[may fluoresce red] | 1 | . | . | . | -10
Nc1ccc(C(=O)N2CCN(S(=O)(=O)c3ccc(Cl)s3)CC2)cc1[N+](=O)[O-] | 99 | -0.7 | 2 | 95 | 1 | -2 | -4 | -4 | -2
NC(=NC(=O)c1ccc(OCC(F)(F)F)nc1)c1ccc(Cl)cc1 | 91 | -2.0 | 0 | 90 | -1 | 9 | -1 | -2 | 3
Cc1occc1C(=O)NNC(=O)CN1C(=O)NC(C)(c2ccccc2)C1=O (centres undefined) | 107 | -0.4 | 1 | 92 | -3 | -2 | -5 | 0 | -1
COc1cc(C(=S)N2CCOCC2)ccc1OC(=O)c1ccccc1C | 90 | -1.2 | 0 | 96 | 5 | 0 | 8 | -7 | 6
CCn1c(SCC(=O)N2CCCC2)nc2c(c1=O)SC(C)C2 (centres undefined) | 94 | 0.1 | 0 | 86 | -1 | 2 | 7 | -2 | 3
C#CC1(NC(=O)NCCCC)CCCCC1 | 99 | 0.8 | 0 | 97 | 4 | 1 | -8 | -4 | -3
COC(=O)c1noc(C)c1-c1ccnn1C(=O)c1ccc(C)cc1 | 97 | 2.6 | 97* | 85 | 9 | -2 | 5 | 2 | 21
CC(OC(=O)c1ccc(S(=O)(=O)N2CCCCC2)cc1)C(=O)Nc1ccc(C(N)=O)cc1 (centres undefined) | 101 | . | 0 | 107 | 0 | 4 | -2 | . | -5
COc1ccc(-c2nn(-c3ccccc3)cc2C(=O)Nc2nccs2)cc1OC | 94 | 2.6 | 1 | 103 | -3 | 7 | 5 | -1 | -27
O=C(N/N=C/c1cccc(Cl)c1)C1CCCC1 | 115 | 1.4 | 1 | 108 | -2 | 1 | 6 | 7 | 17
COc1cccc(/C=C/C(=O)NCCc2ccc(OC)c(OC)c2)c1 | 106 | 1.3 | 0 | 115 | 3 | 5 | -5 | -3 | 8
CC1=NN(c2ccccc2)C(=O)C1N=Nc1ccc(C)cc1 (centres undefined) | 94 | 1.3 | 0 | 95 | 5 | 2 | 1 | -2 | 49
O=C(/C=C/c1ccc(Cl)c([N+](=O)[O-])c1)Nc1ccc(N2CCCC2)c(Cl)c1 | 115 | -0.5 | 0 | 114 | 3 | -2 | 3 | 1 | 20
CS(=O)(=O)N(CC(=O)NCc1ccco1)c1ccc(Cl)c(C(F)(F)F)c1 | 102 | -6.7 | 0 | 102 | 5 | 6 | 9 | 1 | 1
COc1ccc(OCCCC(=O)NCc2ccco2)cc1 | 95 | -0.2 | 0 | 93 | 8 | 0 | 6 | 2 | 1
O=C(NC(=S)Nc1ccc(S(=O)(=O)N2CCOCC2)cc1)c1ccccc1[N+](=O)[O-] | 94 | 3.0 | 1 | 98 | 6 | 10 | 14 | -2 | 20

Some of the entries so far, with tabs:
canonical_smiles	AGP1-GFP MLPCN	MEX-5 binding	GRK2 inh	CIT2-GFP yeast	GLD-1 RNA inh	Bcl-xL primary	MCL1-BIM inh	Fam108B inh	VLA-4 inh
COC(=O)c1noc(C)c1-c1ccnn1C(=O)c1ccc(C)cc1	97	2.6	97*	85	9	-2	5	2	21
CC(OC(=O)c1ccc(S(=O)(=O)N2CCCCC2)cc1)C(=O)Nc1ccc(C(N)=O)cc1 (centres undefined)	101	.	0	107	0	4	-2	.	-5

Next records.
SMILES | AGP1-GFP MLPCN | MEX-5 binding | GRK2 inh | CIT2-GFP yeast | GLD-1 RNA inh | Bcl-xL primary | MCL1-BIM inh | Fam108B inh | VLA-4 inh
CCCCOn1c(C)c(C(=O)OCC)c2c3no[n+]([O-])c3ccc21 | 94 | 1.1 | 0 | 91 | 1 | -4 | -1 | 0 | -2
COC(=O)c1ccc(C(=O)NC(=S)Nc2nc3c(s2)CC(C)CC3)cc1 (centres undefined) | 106 | -1.2 | 0 | 107 | 3 | 2 | 2 | 0 | -6
CCOC(=O)CC(NC(=O)c1ccco1)c1ccc(C)cc1 (centres undefined) | 108 | 1.4 | 0 | . | -2 | 1 | -2 | 3 | 7
Cc1nc2c(sc3nc(N4CCOCC4)c4c(c32)CC(C)(C)OC4)c(-c2ccc(Cl)cc2)c1C(=O)O | 98 | -5.4 | 0 | 103 | 0 | 0 | -9 | 6 | -47
CC(C)C(c1nnnn1Cc1ccccc1)N(Cc1ccco1)Cc1cccs1 (centres undefined) | 102 | 7.3 | 1 | 101 | 2 | 8 | 4 | -6 | 2
Cc1ccc(C(=O)NCC(=O)Nc2ncccc2C)s1 | 101 | -1.6 | 0 | 94 | -3 | 6 | 2 | 4 | -4
Clc1ccc(-c2ncc3ccccn23)c(Cl)c1 | 105 | 1.6 | 1 | 102 | -5 | 1 | -7 | 0 | 8
COc1ccc(NC(=S)N2CCc3ccccc3C2)cc1OC | 88 | -0.2 | 5 | 67 | -4 | 2 | 9 | -2 | 0
CN(C)c1nc(-c2ccc([N+](=O)[O-])cc2)cs1 | 92 | 2.1 | 7 | 105 | 8 | -4 | -18 | 4 | 9
Cc1ccc(NC(=O)c2c([N+](=O)[O-])c(C(C)(C)C)nn2C)cc1 | 102 | 4.4 | 2 | 110 | 8 | 0 | -3 | 0 | 5
CCCCNC(=O)CCCCC(=O)N/N=C/c1cccc(Cl)c1 | 105 | -2.9 | 13 | 106 | 4 | 1 | 3 | -1 | 6
CC(C)(C)NC(=O)COC(=O)c1cc(Cl)ccc1[N+](=O)[O-] | 100 | 1.6 | 2 | 102 | -3 | -2 | -2 | -4 | 27
Nc1c(C(=O)NCCN2CCOCC2)c2nc3ccccc3nc2n1-c1ccc2c(c1)OCO2 | 108 | 1.9 | 4 | 109 | 0 | 10 | 10 | 9 | 7
CC(=O)CC(=O)Nc1ccc2ccccc2c1 | 99 | -2.1 | 0 | 88 | 0 | 1 | -8 | -1 | 9
CC(=O)Nc1ccc(NC(=O)Nc2cccc(Cl)c2)cc1 | 93 | 2.0 | 2 | 97 | -5 | 3 | 7 | 13 | -5
CC1Oc2ccccc2N(CC(=O)NCCc2ccccc2)C1=O (centres undefined) | 108 | -0.1 | 2 | . | 4 | 3 | 6 | -1 | 0
CN1CCC(OC(=O)c2cc3cc(Br)ccc3oc2=O)CC1 | 105 | -3.6 | 1 | 102 | -11 | 8 | 10 | 1 | 26
CC(=O)Nc1nn(C)c2nc(C)cc(C)c12 | 100 | 1.3 | 0 | 97 | 4 | 2 | 4 | 0 | 19
O=C(Cn1cnc2c(nnn2Cc2ccc(Cl)cc2)c1=O)NCc1ccco1 | 95 | 3.1 | 2 | 114 | -1 | 3 | 0 | -1 | 3
Cc1cc(C(=O)COc2ncnc3sccc23)c(C)n1C1CC1 | 106 | -1.7 | 0 | 95 | 2 | 1 | -5 | -2 | 5
COc1ccc(NC(=O)c2noc3c2CCC3)cc1 | . | -2.7 | 23 | 98 | 0 | 10 | 36 | 0 | -4
CC(C)C(=O)Nc1ccc(O)c(-c2csc(N)n2)c1 | 105 | 1.7 | 0 | 98 | -2 | -1 | -3 | 2 | 4
C/C(=N/OC(=O)c1ccc(Br)cc1)c1ccc(C)cc1 | 100 | 3.3 | 12 | 104 | -2 | -2 | 1 | -5 | 1
c1coc(-c2ccnc(-n3cccc3)n2)c1 | 103 | 2.5 | 0 | 106 | 1 | 7 | 0 | -3 | 7
CCCCOP(=O)(OCCCC)C(O)c1ccc(Br)cc1 (centres undefined) | 94 | -3.3 | 0 | 100 | 1 | 9 | -2 | -6 | -6
CCC(C)NCCOCCOc1ccc(Cl)c2ccccc12 (centres undefined) | 96 | 0.9 | 0 | 109 | 1 | 7 | -2 | 3 | 0
COc1cccc(CN2C(=O)c3ccccc3C2C(=O)NCC2CCCO2)c1 (centres undefined) | 95 | 2.4 | 0 | 87 | -5 | -2 | -1 | -2 | -2
COc1ccc([N+](=O)[O-])cc1NC(=O)c1ccco1 | 101 | 0.4 | 1 | 100 | -1 | 4 | -1 | 1 | 10
COc1ccc(NS(=O)(=O)c2ccc(OC)c(NC(=O)CCC3CCCCC3)c2)cc1 | 91 | 0.7 | 3 | 99 | 4 | 4 | 1 | -15 | 7
COC(=O)c1cc(S(=O)(=O)N2CCCCC2)c[nH]1 | 99 | 4.0 | 6 | 107 | 9 | 2 | 3 | 0 | 5
COc1ccc(C2Nc3ccccc3NC3=C2C(=O)CC(C)(C)C3)cc1OC (centres undefined) | 103 | -3.0 | 0 | 103 | 4 | 4 | 11 | -7 | 4
Cc1cccc(C)c1NC(=O)NCCCN1CCN(c2ccccc2)CC1 | 102 | 1.4 | 0 | 107 | 7 | 11 | 8 | 2 | 2
COc1ccc(Cl)cc1NC(=O)CN(C)C(=O)C1CC1 | 104 | . | 1 | 108 | 0 | . | . | . | 0
COC(=O)c1ccc(CSc2nnc(-c3ccncc3)n2Cc2ccccc2)o1 | 97 | 0.4 | 0 | 95 | -2 | -2 | -3 | -1 | -2
COc1cccc(CN2CCN(Cc3ccc(O)c(OC)c3)CC2CCO)c1 (centres undefined) | 100 | -4.8 | 0 | 94 | -3 | 4 | 5 | 5 | 5
[O-][n+]1onc2c1CCc1nnc(-c3ccccc3)cc1-2 | 98 | -0.6 | 1 | 110 | 6 | 0 | -2 | 0 | 11

Source: PubChem BioAssay (several laboratories)
